# TRPC6 inhibitor: mouse TRPC6 channel inhibition; Q61143; HEK293-TRPC6, membrane potential dye, ACh-evoked depolarization; active compounds read low; B-score at 10 µM; hit rate 1.1% among 310,000;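 active means B-score under library mean minus 3 SD, initial fluorescence not abnormally high, positive integrated signal ratio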;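 further: B-score derived from integrated fluorescence ratio over the kinetic read; more negative B-score means stronger inhibition of depolarization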
# TMEM16A inh: mouse TMEM16A channel inhibition, primary screen; HEK293 TMEM16A/YFP iodide influx fluorescence, ionomycin; normalized B-score (activity score, 25-100; higher = stronger inhibition) at 10 µM; hit rate 1.2% among 310,000;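 active means ratio plate-corrected score three or more library SD toward inhibition, starting fluorescence score within five deviations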;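 further: score derived from kinetic fluorescence span divided by baseline fluorescence per well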
# Target sequence (Q8BHY3 whole entry, looked up): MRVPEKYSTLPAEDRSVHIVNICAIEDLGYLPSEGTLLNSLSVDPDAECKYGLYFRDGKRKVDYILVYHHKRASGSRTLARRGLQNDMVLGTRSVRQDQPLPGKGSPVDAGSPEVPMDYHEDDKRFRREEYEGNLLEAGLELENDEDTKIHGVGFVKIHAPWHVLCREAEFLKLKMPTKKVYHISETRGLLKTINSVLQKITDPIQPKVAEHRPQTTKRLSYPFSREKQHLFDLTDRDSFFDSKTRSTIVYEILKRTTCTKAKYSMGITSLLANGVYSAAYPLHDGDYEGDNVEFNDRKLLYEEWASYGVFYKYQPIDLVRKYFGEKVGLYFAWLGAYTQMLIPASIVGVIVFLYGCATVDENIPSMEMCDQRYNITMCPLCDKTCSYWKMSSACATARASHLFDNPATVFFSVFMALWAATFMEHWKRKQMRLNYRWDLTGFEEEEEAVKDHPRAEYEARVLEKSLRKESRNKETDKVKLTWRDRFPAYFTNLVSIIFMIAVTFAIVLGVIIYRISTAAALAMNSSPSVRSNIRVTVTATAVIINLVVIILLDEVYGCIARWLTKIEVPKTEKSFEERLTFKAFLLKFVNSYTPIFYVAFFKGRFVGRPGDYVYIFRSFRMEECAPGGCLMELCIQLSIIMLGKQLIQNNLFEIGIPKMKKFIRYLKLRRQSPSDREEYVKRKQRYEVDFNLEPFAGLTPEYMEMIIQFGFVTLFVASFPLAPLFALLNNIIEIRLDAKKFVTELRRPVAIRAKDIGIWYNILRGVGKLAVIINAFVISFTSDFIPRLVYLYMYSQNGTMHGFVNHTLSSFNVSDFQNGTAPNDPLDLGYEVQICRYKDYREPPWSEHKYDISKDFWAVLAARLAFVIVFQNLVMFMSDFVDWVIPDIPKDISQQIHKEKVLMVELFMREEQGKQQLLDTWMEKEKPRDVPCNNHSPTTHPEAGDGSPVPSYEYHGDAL
# TRPC4 block: TRPC4 (mouse) channel inhibition; Q9QUQ5; hit rate 0.39% among 300,000; HEK293 TRPC4beta/mu-opioid, DAMGO-evoked Fluo4 calcium flux; active compounds read low; B-score at 10 µM;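 active means B-score over 3 SD under the library average, no early fluorescence shift, positive overall ratio signal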
#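 Test system – stable TRPC4beta/mu-opioid receptor HEK293 cells · Probe or stimulus – DAMGO, a submaximal dose followed by a maximal one · Dosing – one concentration per compound · Signal – Fluo4 calcium fluorescence by kinetic imaging, 5 s 1 Hz baseline · Evaluation – per-well B score of integrated baseline-normalized Fluo4 ratio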
# TMEM16A act: activators or potentiators of mouse TMEM16A chloride channel; Q8BHY3; hit rate 0.3% among 340,000; B-score at 10 µM; HEK293 TMEM16A/YFP-H148Q/I152L, iodide quench fluorescence; active compounds read low;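 active means fluorescence-ratio B-score plate-corrected deviation score at least 3 library SD below zero, with starting fluorescence score within 5 deviations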;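 further: channel opened by trigger with iodide after compound preincubation; score built on the fluorescence ratio of max minus min over baseline; more negative score means more quench and so TMEM16A activation or potentiation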
# MrgX1 allo act: allosterically activates human MrgX1 receptor signaling; Q96LB2; MrgX1-HEK293, Fluo-4 calcium flux, FDSS; active compounds read high; B-score at 10 µM; hit rate 0.63% among 310,000;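 active means plate-corrected calcium response at least 3 library SD above typical, normal starting fluorescence, not activating the receptor alone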;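 further: compound read alongside a low EC10 to EC30 dose of BAM8-22 agonist; peak minus trough fluorescence over baseline measured at the second addition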
# MrgX1 antag: antagonists of human MrgX1 receptor. hit rate 1.3% among 310,000. AID 588676. Q96LB2. B-score at 10 µM. MRGX1-HEK293 calcium flux, Fluo-4, BAM8-22 antagonism; active compounds read low;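 active means calcium-response B-score plate-corrected more than 3 library SD below zero, starting fluorescence within 5 deviations, no agonist response on first addition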;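 further: peak minus trough fluorescence over baseline after final BAM8-22 challenge near maximal dose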
# SKKanGAS inh: inhibitors of SKKanGAS S. pyogenes growth in kanamycin (SK-promoter or general growth effect); BacTiter-Glo, 6 h; inhibition, % at 7.5 µM; hit rate 1.3% among 300,000; AID 1662;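 active means mean replicate score, as percent of positive control median, at least 50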;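 further: strain carries kanamycin resistance gene driven by streptokinase promoter and grows in 40 µg/ml kanamycin; loss of luminescence reflects streptokinase promoter inhibition or plain growth inhibition; 0% = median of DMSO wells and 100% = positive control at its reference dose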
# TRPC6 act: mouse TRPC6 channel activation | Q61143 | hit rate 0.13% among 310,000 | HEK293-TRPC6 membrane potential dye fluorescence; active compounds read high | B-score at 10 µM | AID 2550;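 active means B-score of the integrated fluorescence ratio above library mean plus 3 SD, and starting fluorescence ratio within library mean plus 5 SD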;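 further: higher score means more depolarization so channel activation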
# TRPC4 agonist: TRPC4 (mouse) channel activation; HEK293 TRPC4beta/mu-opioid, Fluo4 calcium fluorescence; active compounds read high; B-score at 10 µM; hit rate 0.49% among 310,000;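 active means B-score above 5 SD of library B-scores, and initial fluorescence ratio not above library mean plus 5 SD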;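 further: positive B-score marks a calcium rise read as TRPC4 activation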
#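 Test system: HEK293 cells stably co-expressing mouse TRPC4beta and mu-opioid receptor | Schedule: Fluo4 dye loading 45 min at room temperature, 110 s recording | Measured by: Kinetic Fluo4 calcium fluorescence, 5 s baseline at 1 Hz | Evaluation: B score of integrated ratio | Controls: Buffer (low) and maximal DAMGO (high)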
# TRPC4 potent: TRPC4 (mouse) allosteric potentiation | HEK293 TRPC4beta/mu-opioid, DAMGO EC20, Fluo-4 Ca2+ flux; active compounds read high | hit rate 0.42% among 310,000 | Q9QUQ5 | B-score at 10 µM;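 active means B-score of calcium response area above 5 SD of library B-scores, with initial fluorescence ratio within 5 SD of library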;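 further: B-score of integrated fluorescence ratio over time as area under calcium response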
# MrgX1 agonist: human MrgX1 receptor agonism, primary screen | Q96LB2 | MrgX1-HEK293 cells, Fluo-4 calcium fluorescence, agonist mode; active compounds read high | hit rate 0.44% among 310,000 | B-score at 10 µM;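 active means calcium response B-score plate-corrected fluorescence ratio at least 3 library SD, with starting fluorescence B-score inside 5 SD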
#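 Test system: HEK293 cells stably expressing human MrgX1 receptor; Input: fifteen thousand cells per well; Dosing: compound delivered in addition one of three; Schedule: overnight seeding, then 1 h dark dye loading; Technique: Fluo-4 NW calcium fluorescence; Measure: B-scored fluorescence response ratio; Controls: positive and negative controls per plate.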
# Starred values were filed as active, the others as inactive; i = inactive; . = not tested or not shown.
SMILES,TRPC6 inhibitor,TMEM16A inh,TRPC4 block,TMEM16A act,MrgX1 allo act,MrgX1 antag,SKKanGAS inh,TRPC6 act,TRPC4 agonist,TRPC4 potent,MrgX1 agonist
CC(CC(=O)O)CC(=O)Nc1ccc(Br)cc1 (stereo not given),i,i,i,i,i,i,1,i,i,i,i
COCc1ccc(C(=O)N2CCCC(Nc3ccc4c(c3)OCCO4)C2)o1 (stereo not given),i,i,i,i,i,i,-4,i,i,i,i
Cc1ccc(NC2CCCN(C(=O)c3ccc4nccnc4c3)C2)cc1C (stereo not given),i,i,i,i,i,i,3,i,i,i,i
C#CCOc1ccccc1C(N)=O,i,i,i,i,i,i,-1,i,i,i,i
CCCCCOc1ccc(C(=O)OCC(=O)Nc2cc(C)c(C)cc2[N+](=O)[O-])cc1,i,i,i,i,i,i,6,i,i,i,i
O=[N+]([O-])c1ccc(Oc2ccc(C(F)(F)F)cn2)cc1,i,i,i,i,i,i,0,i,i,i,i
O=C1c2ccccc2C(=O)N1Nc1ccc([N+](=O)[O-])cc1[N+](=O)[O-],i,i,i,i,i,i,1,i,i,i,i
O=[N+]([O-])c1ccc(N2CCCC2)cc1NC1CC1,i,i,i,i,i,i,-2,i,i,i,i
Cc1csc(N2CCN(c3cc4c(cc3Cl)nc(-c3ccncc3)n4CCCN3CCCC3)CC2)n1,i,i,i,i,i,i,-2,i,i,i,i
Cc1cc2cc(CNC(=S)NCc3ccccc3)ccc2n1C,i,i,i,i,i,i,2,i,i,i,i
c1ccc(-c2cn3nc(-c4ccccc4)sc3n2)cc1,i,i,i,i,i,i,-4,i,i,i,i
Cc1cccc(/C=N/c2sc3c(c2C#N)CCN(Cc2ccccc2)C3)c1O,i,i,i,i,i,i,4,i,i,i,i
O=C(O)c1cc2ccccc2c(N=Nc2cccnc2)c1O,i,i,i,i,i,i,-6,i,i,i,i
Cc1ccc(C(=O)N2CCN(Cc3ccc4c(c3)OCO4)CC2)cc1C,i,i,i,i,i,i,2,i,i,i,i
O=S1(=O)CCOC[C@H](Cc2ccccc2)N1Cc1ccccc1F,i,i,i,i,i,i,5,i,i,i,i
CCN(CC(=O)Nc1cc(Cl)ccc1C)C(=O)c1cc([N+](=O)[O-])ccc1N1CCOCC1,i,i,i,i,i,i,-7,i,i,i,i
Cc1ccc(C)c(S(=O)(=O)N2CCN(C(=O)c3cncc(Br)c3)CC2)c1,i,i,i,i,i,i,7,i,i,i,i
S=C(NCCCN1CCOCC1)N1CCOCC1,i,i,i,i,i,i,0,i,i,i,i
COc1ccc(C2CCCN2C(=S)Nc2ccc(C)cc2Cl)cc1OC (stereo not given),i,i,i,i,i,i,17,i,i,i,i
COc1ccc(OCC(=O)Nc2cc3c(cc2C(=O)O)OCCCO3)cc1,i,i,i,i,i,i,2,i,i,i,i

# Two of the compounds above, with two lines to a compound:
# The line under a structure holds: TRPC6 inhibitor	TMEM16A inh	TRPC4 block	TMEM16A act	MrgX1 allo act	MrgX1 antag	SKKanGAS inh	TRPC6 act	TRPC4 agonist	TRPC4 potent	MrgX1 agonist
- Cc1cccc(/C=N/c2sc3c(c2C#N)CCN(Cc2ccccc2)C3)c1O
    i	i	i	i	i	i	4	i	i	i	i
- O=C(O)c1cc2ccccc2c(N=Nc2cccnc2)c1O
    i	i	i	i	i	i	-6	i	i	i	i

# Additional results:
SMILES,TRPC6 inhibitor,TMEM16A inh,TRPC4 block,TMEM16A act,MrgX1 allo act,MrgX1 antag,SKKanGAS inh,TRPC6 act,TRPC4 agonist,TRPC4 potent,MrgX1 agonist
CCCCOc1ccc(C(=O)Nc2ccc(S(=O)(=O)Nc3cc(C)on3)cc2)cc1OC,i,i,i,i,i,i,13,i,i,i,i
CCOc1cc(C(=O)NN2CCOCC2)cc(OCC)c1OCC,i,i,i,i,i,i,-2,i,i,i,i
O=C(NC1CCCCC1)C1CCN(S(=O)(=O)c2cccc3nsnc23)CC1,i,i,i,i,i,i,-6,i,i,i,i
O=c1c(-c2ccc(Br)cc2)coc2c(CN3CCCCC3)c(O)ccc12,i,.,i,.,.,.,-4,i,i,i,.
CCOc1cc2c(cc1OCC)C(c1ccccc1)N(c1ccccc1)C(=O)C2 (stereo not given),i,i,i,i,i,i,13,i,i,i,i
O=C(CNC(=O)c1ccccc1F)NC1CC1,i,i,i,i,i,i,-11,i,i,i,i
Cc1ccc(-c2csc3ncnc(OCC(=O)NC(=O)NCc4ccco4)c23)cc1,i,i,i,i,i,i,0,i,i,i,i
O=C(CSc1ccccn1)Nc1ccc(Cl)c([N+](=O)[O-])c1,i,i,i,i,i,i,3,i,i,i,i
COc1ccc(OCc2cc(C(=O)NC(C)Cn3cncn3)no2)c(Cl)c1 (stereo not given),i,i,i,i,i,i,-8,i,i,i,i
O=C(CSc1nnc(-c2ccc(F)cc2)o1)Nc1ccc(S(=O)(=O)N2CCCC2)cc1,i,i,i,i,i,i,3,i,i,i,i
COc1ccc(CNC(=O)C2CCCN(c3nn4c(=O)cc(C)nc4s3)C2)cc1 (stereo not given),i,i,i,i,i,i,-4,i,i,i,i
O=C(COc1ccccc1)N1CCN(C(=O)COc2ccccc2)CC1,i,i,i,i,i,i,-3,i,i,i,i
Cc1cc(C)cc(-n2c(C)cc(/C=N/NC(=O)c3cccc([N+](=O)[O-])c3C)c2C)c1,i,i,i,i,i,i,11,i,i,i,i
Cc1sc(-n2c(C)cc(/C=C3\SC(=S)NC3=O)c2C)c(C#N)c1C,i,i,i,i,i,-7.4*,37,i,i,i,i
Cc1cccc(NC(=S)NCCO)c1C,i,i,i,i,i,i,2,i,i,i,i
CCOc1cc(/C=C(\C#N)c2nc(-c3cccs3)c(NC(C)=O)s2)ccc1O,i,i,i,i,i,i,109*,i,i,i,i
Cc1cc(C(=O)N/N=C/c2ccco2)n[nH]1,i,i,i,i,i,i,30,i,i,i,i
O=C(NC1CCCC1)c1cc2c(ccc3ccccc32)o1,i,i,i,i,i,i,-1,i,i,i,i
Cc1ccc(C)c(S(=O)(=O)N/N=C/c2ccc(F)cc2)c1,i,i,i,i,i,i,-1,i,i,i,i
COc1ccc(OC)c(NC(=O)NNC(=O)COc2ccc(F)cc2F)c1,i,i,i,i,i,i,-8,i,i,i,i
CCOc1ccc(S(=O)(=O)N/N=C(\C)C2CCCCC2)cc1,i,i,i,i,i,i,-4,i,i,i,i
O=c1c2ccccc2nc(/C=C/c2cccc([N+](=O)[O-])c2)n1CCO,i,i,i,i,i,i,10,i,i,i,i
COc1ccc(NC(=O)CCS(=O)(=O)c2ccc3c(c2)CCCN3C(C)=O)cc1Cl,i,i,i,i,i,i,-16,i,i,i,i
CCOC(=O)CSc1nnc(CNC(=O)c2ccc(OC)cc2)n1-c1ccc(OC)cc1,.,i,.,i,i,i,.,.,.,.,i
CCC(=O)Nc1ccc2c(c1)nc1n2CCSC1,i,i,i,i,i,i,2,i,i,i,i
O=C(CSCc1ccccc1)Nc1cccc(C(=O)Nc2ccccc2C(=O)O)c1,i,i,.,i,i,i,26,i,i,i,i
COc1cccc(-c2nc(CS(=O)CC(=O)NC3CCCC3)c(C)o2)c1 (stereo not given),i,i,i,i,i,i,-6,i,i,i,i
CCCCn1nnc(NC(=O)c2ccc([N+](=O)[O-])cc2Cl)n1,i,i,i,i,i,i,-13,i,i,i,i
Cc1cccc(C)c1CC(=O)N1CCOCC1,i,i,i,i,i,i,-2,i,i,i,i
Cc1ccc2nc(SCC(=O)Nc3ccc4sc(C)nc4c3)c(C#N)cc2c1,i,i,i,i,i,i,-6,i,i,i,i
Cc1ccn2c(=O)c(C(=O)NCCCN3CCCCC3C)c(O)nc2c1 (stereo not given),-5.3*,i,i,i,i,i,-7,i,i,i,i
CN1CCN(C(=O)c2cc([N+](=O)[O-])ccc2Cl)CC1,i,i,i,i,i,i,19,i,i,i,i
Cn1cc(CN2CCC[C@H]2CO)c(-c2cccc(Cl)c2)n1,i,i,i,i,i,i,-4,i,i,i,i
O=C(CCc1ccccc1)NCCc1nc2ccccc2[nH]1,i,i,i,i,i,i,-1,i,i,i,i
CS(=O)(=O)N1c2ccccc2[C@]2(Br)C[C@H]3C(=O)N[C@@H](Cc4ccccc4)C(=O)N3[C@H]12,i,i,i,i,i,i,-5,i,i,i,i
Cc1ccc2cc(/C=N/NC(=O)CN3CCCCC3)c(Cl)nc2c1,i,i,i,i,i,i,4,i,i,i,i
Cc1cc(N2CCCC2)ccc1/C=N/n1cnnc1,i,i,i,i,i,i,5,i,i,i,i
CCn1cc(C(=O)NCCc2ccccc2C)c(=O)c2ccc(C)nc21,i,i,i,i,i,i,-1,i,i,i,i
O=C(Nc1cccc2ccccc12)C12CC3CC(C1)CC(n1cnc([N+](=O)[O-])n1)(C3)C2,i,i,i,i,i,i,0,i,i,i,i
CCn1c(-c2ccsc2)nc2c1c(=O)[nH]c(=O)n2Cc1ccccc1,i,i,i,i,i,i,6,i,i,i,i
Nc1ccc(C(=O)N2CCN(S(=O)(=O)c3ccc(Cl)s3)CC2)cc1[N+](=O)[O-],i,i,i,i,i,i,2,i,i,i,i
COc1ccc(CN(C)c2ncnc(N)n2)cc1,i,i,i,i,i,i,-7,i,i,i,i
COc1cccc(-c2nn(C)c3sc(C(=O)N4CCN(c5ccccn5)CC4)cc23)c1,i,25*,i,i,i,i,15,i,i,i,i
Cc1ccc(S(=O)(=O)N2CCC(C(=O)N3CCC[C@H]3C(=O)NCc3ccccc3)CC2)cc1,i,i,i,i,i,i,-7,i,i,i,i
Cc1ccc(C)c(NC(=O)CCN2C(=O)[C@@H]3Cc4ccccc4CN3C2=O)c1,i,i,i,i,i,i,-6,i,i,i,i
CCCCN(CC)S(=O)(=O)c1ccc(C(=O)N=c2sc3cc(NC(C)=O)ccc3n2C)cc1,i,i,i,i,i,i,0,i,i,i,i
COc1ccccc1C1=NN(C(=S)Nc2ccccc2)C(c2ccco2)C1 (stereo not given),i,i,.,i,i,i,-6,i,i,i,i
CCN(CC)CCC(c1ccc2c(c1)OCO2)c1c(O)cc(OC)cc1OC (stereo not given),i,i,i,i,i,i,7,i,i,i,i

# Source: PubChem BioAssay
